Source: PubChem (several laboratories)
RSV antiviral HEp-2: RSV antiviral activity via CPE protection, HEp-2 cells, primary 10 µM value included (AID 2391); 0.13% of 310,000 active; HEp-2 cells, RSV-induced CPE inhibition; higher % means a stronger effect; one-dose CPE inhibition, % at 10 µM; IC50 in µM for titrated hits; in the data active = a potency from the dose series; also: strong numbers were not always called active
West Nile antiviral: West Nile virus antiviral activity, cell-based, CPE readout (AID 1621); West Nile virus-infected cells, CPE inhibition; higher % means a stronger effect; one-dose CPE inhibition, % at 10 µM; IC50 in µM for titrated hits; 0.02% of 290,000 active; in the data active = a potency from the dose series; also: strong numbers were not always called active
human PMI inhibition: MPI enzyme activity inhibition – biochemical, fluorescence intensity, coupled assay, primary screen (AID 1209); purified PMI enzyme, coupled fluorescence intensity; higher % means a stronger effect; one-dose inhibition, % at 20 µM; IC50 in µM for titrated hits; 0.42% of 190,000 active;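 also: plate controls were DMSO vehicle for no effect and wells lacking substrate for full effect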
PMI inhibition: human PMI inhibitors, high substrate, primary screen, biochemical, fluorescence intensity, high mannose 6-phosphate (AID 1220); recombinant PMI enzyme, coupled fluorescence intensity; higher % means a stronger effect; inhibition, % at 20 µM, or IC50 in µM where a hit was titrated; 0.66% of 190,000 active
Ins promoter up: MIN6 insulin promoter up-regulation. AID 1625. z-score at 5 µM. MIN6 insulin promoter-GFP reporter, high-content imaging; stronger effect = higher value. 0.3% of 190,000 active;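 active = z-score above 3 at 5 µM with at least 500 cells counted in the well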
TNAP activation fold: stimulation of alkaline phosphatase TNAP activity – biochemical, luminescent, no phosphate acceptor, uHTS, primary screen (AID 1001); 0.03% of 200,000 active; activation fold at 20 µM, or EC50 in µM where a hit was titrated; purified TNAP, luminescent activation assay, no phosphate acceptor; higher activation fold means a stronger effect; in the data active = activation fold from about 3, or a potency from the dose series; inactive = the rest, 99 in 100 with activation fold below about 1.6; also: many of its hits are not listed in these tables
CSM14.1 death rescue: protection against thapsigargin-triggered cell killing – 384-well, CSM14.1, ATP luminescence, primary screen (AID 1222) | 190,000 tested, under 10 active | cellular ATP content (survival), % at 20 µM; hits with a dose series show EC50 in µM | CSM14.1 thapsigargin-induced death rescue, ATP luminescence; higher % means a stronger effect;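 active = EC50 below 50 µM in the dose-response confirmation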;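 also: death triggered by thapsigargin at about 15 µM added after 2 h compound pretreatment; cell ATP read after overnight thapsigargin exposure of roughly 18 to 22 hours; normalized against plate controls of thapsigargin alone and 5% DMSO vehicle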
SV40 large T antigen: SV40 large T antigen inhibitors, biochemical (AID 1903); SV40 large T antigen ATPase/helicase inhibition assay; higher % means a stronger effect; inhibition, % at 20 µM, or IC50 in µM where a hit was titrated; 0.39% of 310,000 active; in the data active = a potency from the dose series; also: strong numbers were not always called active
Salmonella PhoP GFP: inhibitors of PhoP regulon expression, primary screen, Salmonella Typhimurium, GFP reporter (AID 1863) | 0.16% of 300,000 active | S. Typhimurium PhoP-regulated promoter GFP reporter, 4 h; higher % means a stronger effect | inhibition, % at 50 µM, or IC50 in µM where a hit was titrated;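 active = inhibition over 29.93%, a cutoff 3 SD above the screen mean, later confirmed by dose response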;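 also: 0% = low Mg2+ inducing control and 100% = high Mg2+ repressing control; strong numbers were not always called active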
Ins promoter up cell count: recorded beside Ins promoter up, whose call it bears; cell count; measured here: cytotoxicity, nuclei count;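 total cells summed across four imaged fields per well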
* hit, by the source's call; . = not tested or not shown. Rule as the data show it, unless noted: active = inhibition above about 50%; inactive = the rest.

SMILES	RSV antiviral HEp-2	West Nile antiviral	human PMI inhibition	PMI inhibition	Ins promoter up	Ins promoter up cell count	TNAP activation fold	CSM14.1 death rescue	SV40 large T antigen	Salmonella PhoP GFP
CCOc1ccc2ccccc2c1C1NC(=O)NC(C)=C1C(=O)OCCOC (centres undefined)	1.6%	-0.3%	.	.	.	.	.	.	4%	7%
Cc1cccc(C(=O)OC(C)CN2CCN(C)CC2)c1 (centres undefined)	-1.7%	0.1%	-25%	-18%	-1	1346	1.1	.	2%	6%
O=S1(=O)CCOC[C@H](CC2CCCCC2)N1Cc1ccccc1	-0.4%	-0.8%	.	.	.	.	.	.	21%	2%
Cc1ccc(C(=O)NCc2ccco2)cc1S(=O)(=O)N1CCOCC1	2.7%	-0.1%	-4%	-5%	0.36	1440	1.1	-1.3%	5%	-4%
CCN1CCN(c2nc3c(c(=O)n(C)c(=O)n3C)n2CCSc2nccc(C)n2)CC1	0.8%	-0.8%	-4%	1%	-0.47	1339	1	-0.8%	6%	-4%
O=C(O)CCn1[nH]c(=O)ccc1=O	1.4%	-0.2%	9%	5%	0.44	1213	1.1	0.8%	1%	-7%
COCCNC(=O)C(c1ccc(O)cc1)N(Cc1cccs1)C(=O)CCC(=O)Nc1ccccn1 (centres undefined)	1.6%	0.4%	.	.	.	.	.	.	-3%	5%
Cc1cc(=O)[nH]c(N/N=C/c2c(F)c(F)c(F)c(F)c2F)n1	1.4%	-1.0%	.	.	.	.	.	.	11%	3%
O=C(Nc1ccc(Oc2ccccc2)nc1)C1CCCCN1Cc1ccc(O)cc1 (centres undefined)	-0.1%	0.1%	.	.	.	.	.	.	14%	-4%
CCC(C)(C)NC(=O)C(c1ccc(C)cc1)N(CCN1CCOCC1)C(=O)CNC(=O)c1cccs1 (centres undefined)	-0.7%	-0.2%	-5%	6%	-0.09	1538	1.1	-1.0%	25%	0%
CC12CCC(C(=O)Nc3cc(F)ccc3F)(CC1=O)C2(C)C (centres undefined)	1.2%	-0.1%	7%	7%	0.38	1588	1.2	-1.8%	8%	-6%
Nc1nc(SCc2ccc3c(c2)OCO3)n[nH]1	0.8%	1.2%	2%	-1%	0	1254	1.1	-2.6%	2%	1%
C=CCNC(=S)N/N=C/c1ccc(-c2ccc(Br)cc2)o1	4.0%	-0.7%	1%	-2%	-0.1	1205	0.9	-1.4%	16%	5%
O=C(NCCCC1CCCC1)C1CCC(=O)N(Cc2cccc(C(F)(F)F)c2)C1 (centres undefined)	2.8%	-1.4%	.	.	.	.	.	.	13%	0%
O=C(OCCN1CCOCC1)C1(c2ccccc2)CCCCC1	0.0%	0.2%	.	.	.	.	.	.	16%	-3%
CNC(=S)NNC(=O)c1oc2nc(-c3ccccc3)cc(C)c2c1N	.	-0.3%	.	.	0.04	1013	.	.	21%	-1%
Cc1ccccc1C(NC(N)=O)c1ccccc1 (centres undefined)	1.5%	0.6%	14%	5%	1.8	1250	1.1	1.5%	2%	5%
COc1ccc(CNc2oc(COc3ccccc3Cl)nc2C#N)cc1	15%	0.0%	19%	12%	.	.	1.1	-1.6%	10%	0%
O=C(O)c1cccc(COc2ccc(CO)cc2Cl)c1	3.7%	0.0%	10%	14%	0.42	1961	1.2	-4.8%	1%	-1%
CCN(CCCNS(=O)(=O)c1ccc2c(c1)oc(=O)n2C)c1cccc(C)c1	0.7%	0.2%	28%	22%	1.3	1768	1.1	-2.8%	16%	-2%
CCOc1cccc2sc(N(CCCN(C)C)C(=O)c3ccc(C(=O)c4ccccc4)cc3)nc12	2.0%	0.1%	.	.	.	.	.	.	6%	-1%
COCCCn1c(=O)c2ccccc2n2c(=S)[nH]nc12	0.2%	0.6%	.	.	.	.	.	.	9.2µM*	1%
Cc1ccsc1/C=C1\CCC(C2CCCC2)C1=O (centres undefined)	-0.1%	0.9%	0%	4%	0.23	1286	1.1	-1.4%	14%	4%
CCC(=O)OCc1c(C(F)(F)F)nn(C)c1Sc1ccc(Cl)cc1	12%	-0.4%	3%	-1%	-0.26	1559	1	-0.5%	0%	2%
CCOC(=O)CSc1nc(N)c(C#N)c(CC(C)C)c1C#N	1.2%	0.0%	0%	-1%	-0.9	1220	1.1	-0.8%	6%	-7%
Continued:
SMILES	RSV antiviral HEp-2	West Nile antiviral	human PMI inhibition	PMI inhibition	Ins promoter up	Ins promoter up cell count	TNAP activation fold	CSM14.1 death rescue	SV40 large T antigen	Salmonella PhoP GFP
CCCCn1nnc(NC(=O)c2ccc(-c3cccc(Cl)c3)o2)n1	7.5%	-0.9%	4%	1%	.	.	1.1	0.2%	1%	-14%
Cc1cc(=O)oc2c(CN3CCC(C)CC3)c(O)c(Cl)cc12	-0.6%	-0.4%	16%	15%	0.58	1317	1.1	-4.7%	20%	-5%
CN1C(=O)/C(=C/c2ccccc2OCc2cccc(F)c2)N(C)C1=S	5.3%	0.2%	10%	7%	0.5	780	1	-0.7%	9%	-3%
O=C(O)c1ccc(Cl)c(S(=O)(=O)Nc2ccccc2C(=O)Nc2ccc(Cl)cc2)c1	4.7%	-0.8%	.	.	.	.	.	.	12%	2%
C/C(=N\NC(=O)c1ccccc1[N+](=O)[O-])c1c(O)cc(C)oc1=O	3.1%	0.2%	-30%	-24%	0.24	1367	1	-1.3%	4%	-3%
CCOC(=O)CSc1nnc(C)n1N	1.2%	0.1%	-10%	-10%	0.16	1302	1.1	0.4%	12%	-5%
CCOc1ccccc1NC(=O)C(NCCc1ccc(OC)cc1)c1ccccc1 (centres undefined)	8.3%	-0.7%	.	.	.	.	.	.	5%	-2%
Cc1nc2c(C(F)(F)F)cccc2c2c1CCS2	0.8%	0.4%	-2%	-2%	1.1	1157	1.1	-2.0%	6%	7%
Cc1ccc(NC(=O)CSc2nnc(-c3ccccc3C)o2)cc1C	0.8%	0.1%	4%	6%	0.58	1410	1.3	0.1%	5%	5%
CCCn1c(SCC(=O)N2CCCc3ccccc32)nnc1-c1ccccn1	3.2%	.	12%	18%	0.21	2020	1	4.1%	9%	-3%
COc1ccccc1CN1C(=O)CCC1(C)C(=O)NC1CCCCCC1 (centres undefined)	-1.3%	-0.5%	4%	4%	-1.3	1308	1.1	-0.4%	5%	-5%
O=C(NCC1CCCO1)c1ccc(CNS(=O)(=O)c2ccc(F)c(Cl)c2)cc1 (centres undefined)	1.0%	-0.4%	0%	3%	-0.17	1383	1.2	-0.3%	3%	2%
COc1ccc(NC(=O)CSc2ccccn2)cc1OC	0.6%	-0.1%	1%	-6%	0.15	1274	1	0.3%	10%	-1%
CCCN(Cc1nnc(-c2ccccc2Cl)o1)C(=O)c1cc([N+](=O)[O-])cc([N+](=O)[O-])c1	1.6%	-1.3%	-2%	6%	0.43	1213	1.9	0.4%	6%	-8%
C/C(=N\NC(=O)C1CC1)c1ccc(OC(F)F)cc1	-0.6%	-0.1%	.	.	.	.	.	.	4%	5%
Cc1ccc(CNC(=O)CS(=O)Cc2nc(-c3ccccc3C)oc2C)cc1 (centres undefined)	0.3%	-0.5%	-5%	-3%	-0.55	978	1	-0.5%	-2%	15%
Cc1cccc(N2CCN(S(=O)(=O)c3cccs3)CC2)c1C	3.0%	-1.0%	.	.	.	.	.	.	11%	-3%
C[N+]1(CCNC(=O)/C=N/O)CCCCC1	2.4%	-0.1%	21%	4%	0.4	1434	1	0.3%	0%	-9%
COC(=O)CC(NC(=O)c1ccco1)c1ccc(C(C)C)cc1 (centres undefined)	2.9%	0.2%	7%	8%	-0.24	790	1.1	-4.5%	18%	13%
O=[N+]([O-])c1cc(S(=O)(=O)N2CCCC2)ccc1NN=C1CCCCC1	1.7%	0.4%	3%	4%	-0.98	1289	1	-0.3%	11%	-9%
CCOc1ccccc1C(C(=O)NC1CCCCC1)N(C(=O)c1csnn1)C1CC1 (centres undefined)	0.4%	-1.1%	.	.	.	.	.	.	-1%	5%
CCCCNC(=O)C(=O)c1ccccc1NC(C)=O	1.0%	0.3%	5%	14%	.	.	1.1	-0.9%	14%	-4%
CCCCCCCC1CC(CSC(=N)N)OC1=O (centres undefined)	1.5%	-0.1%	5%	-2%	0.03	887	0.7	-4.9%	1%	17%
OC(COc1ccccc1)CSc1ncn[nH]1 (centres undefined)	1.8%	0.5%	12%	5%	-0.41	1322	1	0.6%	-3%	2%
COC(=O)c1ccc(NC(=S)N2CCN(Cc3ccc(Cl)cc3)CC2)cc1	14%	0.2%	13%	14%	-0.13	1446	1	1.3%	15%	-2%
Cc1nc2ccccc2nc1OCC(=O)Nc1ccc2ccccc2c1	1.3%	-0.6%	-5%	-8%	0.16	1327	1	-0.9%	-5%	-40%
CN1/C(=C/c2cccc[n+]2C)Sc2ccccc21	1.4%	-0.2%	.	.	.	.	.	.	8%	-4%
C/C(Cc1ccccc1)=N\NC(=O)CNC(=O)c1ccc(Br)cc1	0.2%	0.4%	-5%	-6%	-0.09	1240	1.1	-0.9%	5%	-1%
CC1CCN(S(=O)(=O)c2ccc(NC(=O)C3CC(=O)N(c4ccccc4)C3)cc2)CC1 (centres undefined)	17%	0.4%	.	.	.	.	.	.	9%	-7%
COCCn1nnnc1C(c1cccs1)N1CCN(c2cccc(C(F)(F)F)c2)CC1 (centres undefined)	13%	-1.1%	18%	15%	-0.33	1274	1.1	-0.6%	8%	11%

No new results follow: entries from further up.
SMILES	RSV antiviral HEp-2	West Nile antiviral	human PMI inhibition	PMI inhibition	Ins promoter up	Ins promoter up cell count	TNAP activation fold	CSM14.1 death rescue	SV40 large T antigen	Salmonella PhoP GFP
CCOc1ccccc1C(C(=O)NC1CCCCC1)N(C(=O)c1csnn1)C1CC1 (centres undefined)	0.4%	-1.1%	.	.	.	.	.	.	-1%	5%
CCCCNC(=O)C(=O)c1ccccc1NC(C)=O	1.0%	0.3%	5%	14%	.	.	1.1	-0.9%	14%	-4%
CCCCCCCC1CC(CSC(=N)N)OC1=O (centres undefined)	1.5%	-0.1%	5%	-2%	0.03	887	0.7	-4.9%	1%	17%
OC(COc1ccccc1)CSc1ncn[nH]1 (centres undefined)	1.8%	0.5%	12%	5%	-0.41	1322	1	0.6%	-3%	2%
COC(=O)c1ccc(NC(=S)N2CCN(Cc3ccc(Cl)cc3)CC2)cc1	14%	0.2%	13%	14%	-0.13	1446	1	1.3%	15%	-2%
Cc1nc2ccccc2nc1OCC(=O)Nc1ccc2ccccc2c1	1.3%	-0.6%	-5%	-8%	0.16	1327	1	-0.9%	-5%	-40%
CN1/C(=C/c2cccc[n+]2C)Sc2ccccc21	1.4%	-0.2%	.	.	.	.	.	.	8%	-4%
C/C(Cc1ccccc1)=N\NC(=O)CNC(=O)c1ccc(Br)cc1	0.2%	0.4%	-5%	-6%	-0.09	1240	1.1	-0.9%	5%	-1%
CC1CCN(S(=O)(=O)c2ccc(NC(=O)C3CC(=O)N(c4ccccc4)C3)cc2)CC1 (centres undefined)	17%	0.4%	.	.	.	.	.	.	9%	-7%
COCCn1nnnc1C(c1cccs1)N1CCN(c2cccc(C(F)(F)F)c2)CC1 (centres undefined)	13%	-1.1%	18%	15%	-0.33	1274	1.1	-0.6%	8%	11%
